Screening data from PubChem.
Dengue-2 NS5 capping = flavivirus cap methylation enzyme inhibition – biochemical, confirmation dose response, primary screen (AID 588689); Dengue-2 NS5 methyltransferase capping enzyme assay, biochemical; higher % means a stronger effect; actives 0.3% (n = 340,000); one-dose inhibition, % at 25 µM; IC50 in µM for titrated hits; in the data active = a potency from the dose series
GPR35 arrestin U2OS = inhibition of zaprinast-stimulated GPR35 beta-arrestin translocation – imaging, U2OS, beta-arrestin-GFP, zaprinast agonist, primary screen (AID 2058) | one-dose inhibition, % at 10 µM; IC50 in µM for titrated hits | U2OS GPR35 beta-arrestin-GFP translocation imaging, zaprinast antagonism; higher % means a stronger effect | actives 0.052% (n = 290,000);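 active = inhibition of at least 50% with at least 30 cells and total cytoplasm GFP at most 10,000,000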
NOD1 NF-kB reporter = NOD1 signaling inhibitors, primary screen, cell-based, luminescence, uHTS (AID 1578). NOD1-driven NF-kB luciferase reporter cells, luminescence; higher % means a stronger effect. inhibition, % at 4 µM, or EC50 in µM where a hit was titrated. actives 1% (n = 290,000); in the data active = inhibition mostly above about 36%, no sharp cut-off; inactive = mostly below about 34%;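 note: HEK-293T reporter cells stimulated with the NOD1 agonist gamma-tri-DAP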
KOR beta-arrestin-1 = kappa opioid receptor activators – cell-based, luminescence, uHTS, primary screen (AID 1777). KOR beta-arrestin recruitment, luminescence; higher % means a stronger effect. actives 0.02% (n = 280,000). one-dose activation, % at 10 µM; EC50 in µM for titrated hits; in the data active = activation above about 50%, passing the limit was not always enough; note: a part of the inactive calls stands beside numbers as strong as those of hits
GPR55 LPI antagonism = inhibition of LPI-stimulated GPR55 beta-arrestin translocation – imaging, U2OS, beta-arrestin-GFP, LPI agonist, primary screen (AID 2013) | U2OS GPR55 beta-arrestin-GFP translocation imaging, LPI antagonism; higher % means a stronger effect | actives 0.13% (n = 290,000) | one-dose inhibition, % at 10 µM; IC50 in µM for titrated hits;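 active = spots per cell inhibited over 60%, with over 100 cells counted and total cytoplasm intensity under 500,000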;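 note: U2OS cells stably carrying GPR55 and arrestin-GFP stimulated by 5 µM LPI near EC80; imaged beta-arrestin-GFP aggregate spots per cell after agonist stimulation; plate controls were LPI-stimulated DMSO wells for no effect and DMSO wells without LPI for full effect; some results filed as inactive read as strong as hits; confirmed hits need IC50 under 10 µM and bright autofluorescent wells are also inconclusive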
KOR beta-arrestin-2 = KOR antagonists, beta-arrestin recruitment, cell-based, luminescence, uHTS (AID 1778); KOR beta-arrestin recruitment, luminescence, antagonist mode; higher % means a stronger effect; inhibition, % at 10 µM, or IC50 in µM where a hit was titrated; actives 0.091% (n = 290,000); in the data active = inhibition above about 50%; note: strong numbers were not always called active
GPR55 activation = selective activators of receptor GPR55 – imaging, U2OS cells, beta-arrestin-GFP redistribution, primary screen (AID 1961). actives 0.048% (n = 290,000). U2OS GPR55 beta-arrestin-GFP redistribution imaging; higher % means a stronger effect. activation, % at 10 µM; hits with a dose series show EC50 in µM;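 active = activation above 40% with more than 50 cells counted in the well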;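 note: U2OS osteosarcoma cells stably expressing GPR55 and beta-arrestin-GFP; plate controls were DMSO negative control for no effect and LPI positive control for full effect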
HIV fusion peptide = inhibitors of HIV fusion peptide binding, primary screen, biochemical, uHTS, fluorescence dequenching (AID 1986) | cell-free peptide binding, fluorescence dequenching, 30 min; higher % means a stronger effect | one-dose inhibition, % at 20 µM; IC50 in µM for titrated hits | actives 0.3% (n = 290,000); in the data active = inhibition mostly above about 52%, no sharp cut-off; inactive = mostly below about 76%; note: some results filed as inactive read as strong as hits
West Nile virus CPE = West Nile virus antiviral activity, cell-based, CPE readout (AID 1621); West Nile virus-infected cells, CPE inhibition; higher % means a stronger effect; CPE inhibition, % at 10 µM, or IC50 in µM where a hit was titrated; actives 0.02% (n = 290,000); in the data active = a potency from the dose series; note: strong numbers were not always called active
Dengue-2 NS5 capping pilot replicate = further read-out of Dengue-2 NS5 capping, marked with its call; inhibition, %; measured here: pilot screen replicate inhibition
An asterisk follows results filed as active; / = no result given; [ ] = remark or other dose. A portion of the library (hit frequency here may not be typical).

SMILES	Dengue-2 NS5 capping	GPR35 arrestin U2OS	NOD1 NF-kB reporter	KOR beta-arrestin-1	GPR55 LPI antagonism	KOR beta-arrestin-2	GPR55 activation	HIV fusion peptide	West Nile virus CPE	others
CCOC(=O)CC1=CC(=O)Nc2ccccc2N1	0%	2%	-25%	1.5%	6%	-31%	0.7%	24%	0.3%
O=C(CN(Cc1cccs1)C(=O)CSc1nnc(COc2ccccc2)o1)NC1CCCCC1	-3%	7%	-58%	3.6%	-4%	-17%	-0.5%	0.2%	-0.6%
Cc1cccc(N2CC(C(=O)Nc3nnc(SCc4ccccn4)s3)CC2=O)c1 (centres undefined)	0%	6%	-26%	-1.8%	1%	8%	-0.1%	19%	1.5%
COC(=O)c1ccc(Oc2cc(C)nc(Cl)n2)cc1	0%	9%	18%	-5.2%	7%	-14%[20 µM]	1.0%	-1.4%	0.8%
Cc1ccc2c(c1)c1ncnc(N3CCN(c4ccccc4)CC3)c1n2C	9%	-4%	52%	-5.7%	5%	25%	-0.3%	-1.7%	-0.1%
CC(C)COC(=O)CCn1[nH]c(=O)c2ccccc2c1=O	3%	-8%	2%	-1.2%	8%	-8%	0.3%	0.4%	0.7%	Dengue-2 NS5 capping pilot replicate=-1.1
CCOC(=O)/C(C#N)=C(/C)c1ccc(OC)cc1	0%	-11%	/	-3.0%	20%	23%	0.5%	0.8%	0.1%
Cc1ccc(C)c(C(=O)O/N=C(\N)c2ccc(Br)cc2)c1	-2%	6%	-26%	-0.4%	6%	8%	-0.1%	1.1%	2.2%
CCCCCCCC(=O)N/N=C(\C)c1ccc(O)cc1O	-1%	13%	1%	1.4%	23%	-17%	-0.5%	-0.6%	-1.8%
Clc1ccccc1OCCCCN1CCCC1	1%	-6%	11%	0.0%	21%	0%	0.4%	0.0%	-0.5%
O=C(c1cccc([N+](=O)[O-])c1)c1ccc2c(c1)C(=O)N(c1c[nH]c(=O)[nH]c1=O)C2=O	/	-6%	-27%	1.4%	-6%	-34%	-0.1%	-0.1%	1.6%
CCOC(=O)c1cc(-c2ccccc2)sc1NC(=O)CN1C(=O)NC(CC)(c2ccc(F)cc2)C1=O (centres undefined)	-6%	-7%	-30%	1.5%	-8%	-18%	-0.2%	1.8%	0.3%
Cc1cc(/C=C2\NC(=O)NC2=O)c(C)n1-c1cccnc1	/	8%	-4%	3.3%	-6%	-2%	0.4%	1.0%	-0.1%
Cc1ccc(NC(=O)CCC(=O)NNC(=O)CCc2ccccc2)c(C)c1	-19%	-8%	-28%	5.0%	8%	-5%	-0.2%	-1.3%	-0.1%
COCCn1c(SCC(=O)c2ccccc2)nc2c(c1=O)SC(C)C2 (centres undefined)	3%	-1%	-16%	-1.9%	4%	-12%	0.2%	1.5%	0.2%
CC(=O)NCc1ccc(C(=O)O)cc1	3%	0%	6%	-1.0%	2%	26%	-0.1%	-1.0%	0.3%
CCCn1nc(NC(=O)CC(C)C)c2cc3cccc(C)c3nc21	2%	8%	-2%	-0.4%	10%	10%	-0.1%	2.8%	-0.8%
Cc1ccc(S(=O)(=O)N2CCOCC2)cc1NC(=O)CSc1n[nH]c(N)n1	-8%	-6%	-35%	-6.3%	12%	14%	1.0%	-1.3%	-0.1%
CC(C)[C@@H]1N[C@]2(C(=O)Nc3ccccc32)[C@@H]2C(=O)N(c3cccc(C(F)(F)F)c3)C(=O)[C@@H]21	2%	10%	0%	-3.2%	6%	23%	-0.4%	-2.3%	-0.1%
Cc1ccc2cccc(Oc3ccc([N+](=O)[O-])cc3[N+](=O)[O-])c2n1	1%	-9%	-10%	0.2%	-3%	-27%	-0.2%	-0.8%	0.1%
N#CCC(=O)N/N=C/c1cn(Cc2ccc(Cl)cc2Cl)c2ccccc12	-1%	6%	3%	4.6%	-3%	18%	-0.2%	-0.7%	-0.1%
O=C(COC(=O)c1ccc([N+](=O)[O-])cc1)NC1CCCC1	-7%	-2%	-11%	0.9%	6%	-12%	0.0%	0.7%	0.0%
CCOc1cc(CC(=O)N[C@@H](CC(C)C)c2ccccc2N2CCCCC2)ccc1C(=O)O	-2%	-17%	-2%	-3.2%	-5%	-12%	-0.5%	6.2%	0.9%
COc1ccc(OCC(=O)N/N=C(/C)Cc2ccccc2)cc1	-4%	0%	-18%	-4.9%	0%	23%	0.2%	0.7%	0.7%

Pulled by compound from the entries so far (2):
SMILES	Dengue-2 NS5 capping	GPR35 arrestin U2OS	NOD1 NF-kB reporter	KOR beta-arrestin-1	GPR55 LPI antagonism	KOR beta-arrestin-2	GPR55 activation	HIV fusion peptide	West Nile virus CPE	others
COCCn1c(SCC(=O)c2ccccc2)nc2c(c1=O)SC(C)C2 (centres undefined)	3%	-1%	-16%	-1.9%	4%	-12%	0.2%	1.5%	0.2%
COc1ccc(OCC(=O)N/N=C(/C)Cc2ccccc2)cc1	-4%	0%	-18%	-4.9%	0%	23%	0.2%	0.7%	0.7%

(more compounds)
SMILES	Dengue-2 NS5 capping	GPR35 arrestin U2OS	NOD1 NF-kB reporter	KOR beta-arrestin-1	GPR55 LPI antagonism	KOR beta-arrestin-2	GPR55 activation	HIV fusion peptide	West Nile virus CPE	others
Cc1cc(C)cc(NC(=O)c2ccc(NC(=O)C3C4CC5OC(=O)C3C5C4)cc2)c1 (centres undefined)	2%	-2%	4%	-2.9%	10%	-38%[20 µM]	-0.1%	2.8%	-0.1%
NS(=O)(=O)c1ccc(CNC(=O)Cc2ccsc2)cc1	3%	5%	-24%	4.7%	2%	-28%	-0.1%	2.4%	0.1%
O=C(C1CCCN(Cc2cccs2)C1)N1CCCCCC1 (centres undefined)	-1%	17%	-26%	-0.7%	7%	14%	-0.2%	-2.7%	-0.4%
S=C(c1ccc(Br)cc1)N1CCN(Cc2ccccc2)CC1	-14%	14%	0%	0.4%	1%	-2%	0.2%	-0.2%	-0.4%
CC(C)c1cc(C(=O)N2CCCC(CCC(=O)N3CCN(c4ccccn4)CC3)C2)no1 (centres undefined)	3%	1%	-8%	3.6%	-1%	-1%	0.0%	-1.1%	-1.0%
O=C(N/N=C/c1ccc(O)c(O)c1)NC12CC3CC(CC(C3)C1)C2	-1%	3%	-10%	-2.2%	-6%	-44%	-0.1%	4.3%	-0.9%
CSc1sc(C(=O)N2CCc3ccccc32)cc1S(=O)(=O)C(C)C	-4%	-2%	-9%	1.5%	10%	6%	-0.1%	2.4%	-1.0%
CN1C(=O)N(C)c2cccc3cccc1c23	7%	-2%	-7%	-5.9%	0%	-48%	-0.1%	-0.9%	-0.3%
O=C(Nc1nnc(CC(=O)N2CCOCC2)s1)C1COc2ccccc2O1 (centres undefined)	6%	2%	-7%	1.1%	10%	1%	-0.2%	0.5%	0.5%
CCc1cccc(NS(=O)(=O)c2ccc3c(c2)NC(=O)C(C)S3)c1 (centres undefined)	-9%	24%	39%	4.3%	13%	-25%	0.0%	-2.1%	-1.0%
CC(C)N1C(=O)c2ccccc2C1C(=O)NC1CCCCCC1 (centres undefined)	5%	-6%	16%	12%	-8%	-40%	-0.1%	0.3%	0.3%
O=C(Cn1c(=O)[nH]c2ccccc2c1=O)Nc1ccc2c(c1)OCO2	1%	5%	-19%	5.3%	6%	-6%	-0.1%	-2.5%	-0.7%
C=CCN1C=CC(=CC=C(C#N)C#N)C=C1	-124%	30%	2%	-0.5%	68%*	-2%	-0.1%	65%	0.5%
COc1ccc(-c2cc3ccccc3n2CC(O)CNCCO)cc1 (centres undefined)	3%	-5%	1%	0.2%	12%	-18%	0.2%	-1.2%	0.9%
COCCNC(=O)c1c[nH]c2cc(OC)c(OC)cc2c1=O	0%	3%	5%	0.2%	-7%	-6%	1.1%	1.8%	0.3%
Cc1cccc2c(C(=O)Nn3cnnc3)cc(-c3ccccc3Cl)nc12	-5%	0%	-10%	-6.0%	9%	-13%[20 µM]	-0.1%	10%	0.0%
CCCOc1ccc(N2C(=O)CC(N(CCc3ccc(S(N)(=O)=O)cc3)C(C)=O)C2=O)cc1 (centres undefined)	1%	7%	-7%	0.6%	10%	-34%	-0.1%	-2.4%	0.6%
CCOC(=O)N1CCN(S(=O)(=O)c2ccc(OC)c(Cl)c2Cl)CC1	-9%	-6%	6%	12%	13%	-54%	-0.2%	0.9%	-0.1%
Cc1c(N/C(=N/S(=O)(=O)c2ccc(Cl)cc2)c2ccccc2)c(=O)n(-c2ccccc2)n1C	/	-19%	-3%	-2.1%	-5%	-51%	1.0%	-1.2%	-0.6%
CC(=O)NCCc1ccc(S(=O)(=O)Nc2ccc(NC(=O)c3ccc(F)cc3)cc2)cc1	-2%	19%	6%	-2.4%	-8%	-2%	0.2%	0.0%	0.4%
CC(C)CN1C(=O)NC(NC(=O)c2cccnc2)(C(F)(F)F)C1=O (centres undefined)	-5%	2%	-20%	2.6%	5%	13%	0.0%	0.9%	0.0%
Cc1nn(-c2ccccc2)nc1CNC(=O)C(C)Cc1ccccc1 (centres undefined)	-2%	7%	-37%	0.4%	-10%	5%	-0.1%	3.5%	-0.2%
C=C(C)Cn1c(N2CCCC2)nc2c1c(=O)[nH]c(=O)n2C	0%	2%	-1%	-1.0%	1%	-4%	-0.1%	2.1%	0.1%
Cc1cccc(NC(=O)c2cccnc2)c1	-2%	1%	-10%	-1.5%	9%	12%	0.1%	-0.5%	-0.3%
COCCNC(=O)C(c1cccs1)N(C(=O)Cn1nnc2ccccc21)c1cccc(C(C)=O)c1 (centres undefined)	3%	9%	1%	2.8%	-4%	2%	0.3%	-1.9%	-0.5%
Cc1sc2nc(SCC(=O)Nc3c(C)n(C)n(-c4ccccc4)c3=O)n(C)c(=O)c2c1C	1%	-6%	-17%	4.2%	21%	2%	0.2%	10%	-0.7%
O=C(NC1CCCCC1)N(C1=NCCCCC1)c1ccc(Br)cc1	-9%	12%	-27%	-6.5%	20%	21%	-0.1%	-0.4%	-0.6%
CCOC(=O)C1CCCN(C(=O)c2ccccc2[N+](=O)[O-])C1 (centres undefined)	-1%	-2%	-32%	-1.5%	5%	9%	-0.2%	-0.1%	-0.3%
CC(=O)c1cccc(NC(=S)N2CCN(S(C)(=O)=O)CC2)c1	-9%	-16%	-15%	-3.2%	11%	21%	-0.2%	-1.2%	-0.2%
Cc1ccc(NC(=O)/C=C/c2ccco2)nc1	-7%	10%	-10%	-4.4%	-21%	-90%	-0.2%	56%*	-0.5%
CCOc1ccc(NC(=O)c2ccc(CSc3nnc(C)s3)cc2)cc1	-5%	14%	-20%	-5.4%	13%	-1%	-0.1%	1.0%	0.2%
CN1C(=O)Cc2cc(S(=O)(=O)NCc3cccs3)ccc21	/	-2%	-40%	/	-3%	-3%[20 µM]	-0.1%	0.7%	0.0%
Cc1nnc(SCC(=O)NCc2ccccc2Cl)[nH]c1=O	1%	-21%	-21%	-4.8%	10%	12%	0.5%	2.1%	0.2%
Cc1cc(C(=O)Nc2ccccc2Cc2ccccc2)no1	-3%	17%	-1%	3.0%	-5%	-6%	-0.1%	-1.2%	-0.7%
